Screens (PubChem BioAssay)
CBFb-RUNX1 inh = CBF-beta/RUNX1 interaction disruption. Q01196+Q13951. AlphaScreen CBFb-His/RUNX1-biotin binding, biochemical. Potency, µM (titrated, usually from 59.8 µM), inactives show at the top dose activity, negative = inhibition, actives largely listed as inhibitors. 230,000 tested, under 10 active. AID 1477; note: % of control where 0% means no effect
Target sequence (Q01196 whole entry, looked up): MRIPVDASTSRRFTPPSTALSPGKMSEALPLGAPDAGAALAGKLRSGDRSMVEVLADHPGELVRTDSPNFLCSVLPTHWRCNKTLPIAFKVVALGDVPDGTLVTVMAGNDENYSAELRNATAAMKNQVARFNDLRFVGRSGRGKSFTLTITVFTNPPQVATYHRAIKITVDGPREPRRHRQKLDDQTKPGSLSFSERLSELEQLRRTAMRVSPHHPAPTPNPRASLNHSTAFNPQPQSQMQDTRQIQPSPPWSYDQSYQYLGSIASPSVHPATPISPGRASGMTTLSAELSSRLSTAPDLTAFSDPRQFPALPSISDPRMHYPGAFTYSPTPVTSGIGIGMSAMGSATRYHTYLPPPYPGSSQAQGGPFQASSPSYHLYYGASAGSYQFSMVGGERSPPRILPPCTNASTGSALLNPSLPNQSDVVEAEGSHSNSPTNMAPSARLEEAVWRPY
Target sequence (Q13951 whole entry, looked up): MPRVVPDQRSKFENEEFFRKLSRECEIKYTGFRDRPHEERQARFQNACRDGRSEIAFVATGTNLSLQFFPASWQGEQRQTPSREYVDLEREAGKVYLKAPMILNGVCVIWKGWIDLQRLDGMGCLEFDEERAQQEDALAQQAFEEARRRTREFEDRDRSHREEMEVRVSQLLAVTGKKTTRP
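Interaction loss through any mechanism counts as activity. Pre-formed complex of His-CBF-beta and biotin-RUNX1 (30 nM apiece) is incubated with compound 15 min, then with 50 ng nickel and 50 ng streptavidin beads for 90 min before AlphaScreen detection.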
aGal spleen mod = inhibits or activates alpha-galactosidase in human spleen homogenate; P06280; human spleen homogenate, 4MU-alpha-Gal fluorescence, 40 min; Potency, µM (top dose mostly 80 µM), without a hit: top-dose activity change, negative = inhibition, hits mostly inhibitors; 240,000 tested, 0.008% active; AID 2107;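 note: potency is the fitted concentration of half-maximal effect; 0% = enzyme with vehicle and -100% = no enzyme basal signal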
Target sequence (P06280 32-429 limits assumed): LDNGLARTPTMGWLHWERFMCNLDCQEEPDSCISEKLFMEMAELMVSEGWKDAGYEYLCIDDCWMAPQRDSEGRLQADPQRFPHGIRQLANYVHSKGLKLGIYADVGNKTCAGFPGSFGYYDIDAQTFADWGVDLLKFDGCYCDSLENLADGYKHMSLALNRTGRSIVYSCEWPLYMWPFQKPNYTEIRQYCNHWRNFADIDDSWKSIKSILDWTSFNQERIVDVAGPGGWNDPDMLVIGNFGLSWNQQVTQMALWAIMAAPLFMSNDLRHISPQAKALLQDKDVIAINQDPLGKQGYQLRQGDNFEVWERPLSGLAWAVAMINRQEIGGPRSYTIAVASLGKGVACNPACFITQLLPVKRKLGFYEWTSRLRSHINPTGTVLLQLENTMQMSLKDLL
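Human spleen homogenate (1 ug) was the enzyme source, with 4-methylumbelliferyl-alpha-D-galactopyranoside (1 mM final) in pH 5.0 citrate buffer with 0.01% Tween-20. Compounds were titrated; after 40 min at 37C, NaOH/glycine stop, 4-MU fluorescence read; AC50 from Hill fits.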
An asterisk follows results filed as active; ? = inconclusive. Calls come from the whole dose curve; as a rule, active = well fitted curve in the direction sought with a large enough effect; inconclusive = small, poorly fitted or top-dose-only effect, or another doubt; inactive = no such curve, though single readings can be large; an effect the other way counts as inactive or inconclusive. Only part of the results is shown, so the mix of outcomes need not match the whole.

Preview, 4 compounds:
SMILES | CBFb-RUNX1 inh | aGal spleen mod
CCOC(=O)C(C(=O)OCC)N(Cc1cc(OC)ccc1OC)C(=O)C1CC(CO[Si](C)(C)C(C)(C)C)=CN1C(=O)OC(C)(C)C (stereo unspecified) | 9% | 1%
COC(=O)C1=C[C@@H](C(=O)OC)[C@@H]2C3=C(C(=O)[C@@]2(C)NC(=O)c2ccccc2)[C@H](C)[C@@H]2C(=O)N(Cc4ccccc4)C(=O)[C@@H]2[C@@H]3C1 | -12% | 3%
CC(=O)Nc1ccc(S(=O)(=O)N2N=NC3C2C2CC4C3(CN(C(=O)OC(C)(C)C)S4(=O)=O)O2)cc1 (stereo unspecified) | 0% | -2%
CCC[C@H](NC(=O)[C@H](Cc1ccc(O[S+](=O)([O-])O)cc1)NC(=O)OC(C)(C)C)C(=O)NCC(=O)N[C@@H](Cc1c[nH]c2ccccc12)C(=O)N[C@@H](CCC)C(=O)N[C@@H](CC(=O)OCCc1ccccc1)C(=O)O | 3% | 9%

The whole of this part, from the start:
SMILES | CBFb-RUNX1 inh | aGal spleen mod
CCOC(=O)C(C(=O)OCC)N(Cc1cc(OC)ccc1OC)C(=O)C1CC(CO[Si](C)(C)C(C)(C)C)=CN1C(=O)OC(C)(C)C (stereo unspecified) | 9% | 1%
COC(=O)C1=C[C@@H](C(=O)OC)[C@@H]2C3=C(C(=O)[C@@]2(C)NC(=O)c2ccccc2)[C@H](C)[C@@H]2C(=O)N(Cc4ccccc4)C(=O)[C@@H]2[C@@H]3C1 | -12% | 3%
CC(=O)Nc1ccc(S(=O)(=O)N2N=NC3C2C2CC4C3(CN(C(=O)OC(C)(C)C)S4(=O)=O)O2)cc1 (stereo unspecified) | 0% | -2%
CCC[C@H](NC(=O)[C@H](Cc1ccc(O[S+](=O)([O-])O)cc1)NC(=O)OC(C)(C)C)C(=O)NCC(=O)N[C@@H](Cc1c[nH]c2ccccc12)C(=O)N[C@@H](CCC)C(=O)N[C@@H](CC(=O)OCCc1ccccc1)C(=O)O | 3% | 9%
CCN(CC)CCC(c1ccc2c(c1)OCO2)c1c(OC)cc(OC)c2c(C)cc(=O)oc12 (stereo unspecified) | -5% | -4%
COc1cc(C(CCN2CCCCC2)c2c(OC)cc(OC)c3c2OC(=O)CC3c2ccc(N(C)C)cc2)cc(OC)c1OC (stereo unspecified) | ? | ?
Cc1noc(C)c1-c1ccc2ncnc(NCC3CCN(C)CC3)c2c1 | -6% | -1%
NC(N)=NCCC[C@@H](N)C(=O)NCC(=O)N[C@@H](CC(=O)O)C(=O)N[C@@H](Cc1c[nH]c2ccccc12)C(=O)O | 8% | 3%
COc1ccc(-c2nnc3n2N=C(c2ccc(OC)c(OC)c2)CS3)cc1 | 8% | 15%
CC(C)n1cnc2c(NCc3ccccc3)nc(NCCCO)nc21 | ? | 10%
COc1ccc(-c2ccc(C)cc2)cc1C1C2C=CCCC2(C)C(=O)N1Cc1ccccc1 (stereo unspecified) | -10% | -7%
OC[C@@H]1O[C@H](OC2[C@@H](O)[C@@H](O)C(O)O[C@@H]2CO)[C@H](O)[C@@H](O)[C@@H]1OC1O[C@H](CO)[C@@H](O)[C@H](O)[C@@H]1O (stereo partly specified) | 16% | -5%
C=C1CCN(Cc2ccc(OC)cc2)S(=O)(=O)c2ccccc21 | 14% | 5%
NC(N)=NCCC[C@H](NC(=O)[C@H](Cc1ccccc1)NC(=O)[C@@H]1CCCN1C(=O)[C@H](CO)NC(=O)[C@H](Cc1ccccc1)NC(=O)CNC(=O)[C@@H]1CCCN1C(=O)[C@@H]1CCCN1C(=O)[C@@H](N)CCCN=C(N)N)C(=O)O | 11% | -5%
CCCCCCCCCCCCCC[C@@H](O)[C@@H](O)[C@H](CO)NC(C)=O | ? | -12%
COc1ccc(CN2CCC3C=CCC(C(=O)O)C3C2=O)cc1OC (stereo unspecified) | -12% | 13%
COc1ccc(C(CCN2CCOCC2)c2c(OC)cc(OC)c3c2OC(=O)CC3c2ccc(OC)cc2)cc1 (stereo unspecified) | -16% | 7%
Cc1csc(CNc2ncnc3ccc(-c4c(C)noc4C)cc23)c1 | -3% | -14%
CC(=O)NC1C(O)O[C@H](C(=O)O)[C@@H](O)[C@@H]1O (stereo partly specified) | 6% | -4%
O=[N+]([O-])c1ccccc1S(=O)(=O)Nc1cccc2cccnc12 | -11% | 7%

A different layout for some results above:
CBFb-RUNX1 inh,aGal spleen mod,Molecule
-6%,-1%,Cc1noc(C)c1-c1ccc2ncnc(NCC3CCN(C)CC3)c2c1
8%,15%,COc1ccc(-c2nnc3n2N=C(c2ccc(OC)c(OC)c2)CS3)cc1
-11%,7%,O=[N+]([O-])c1ccccc1S(=O)(=O)Nc1cccc2cccnc12
11%,-5%,NC(N)=NCCC[C@H](NC(=O)[C@H](Cc1ccccc1)NC(=O)[C@@H]1CCCN1C(=O)[C@H](CO)NC(=O)[C@H](Cc1ccccc1)NC(=O)CNC(=O)[C@@H]1CCCN1C(=O)[C@@H]1CCCN1C(=O)[C@@H](N)CCCN=C(N)N)C(=O)O

Next part:
SMILES | CBFb-RUNX1 inh | aGal spleen mod
CC12CCC3C(CCC4CC(O)CCC43C)C1CC=C2c1ccccc1 (stereo unspecified) | 0% | 1%
CN1c2ccccc2C(=O)N2CCc3c([nH]c4ccccc34)C21 (stereo unspecified) | -11% | 4%
O=c1cc(-c2ccc(O)cc2)oc2c(-c3cc(-c4cc(=O)c5c(O)cc(O)cc5o4)ccc3O)c(O)ccc12 | ? | 0%
O=C(O)C1CC(CCCP(=O)(O)O)CCN1 (stereo unspecified) | 9% | 8%
CC(C)C[C@H](NC(=O)[C@H](Cc1ccccc1)NC(=O)[C@@H]1CCCN1C(=O)[C@H](CC(=O)O)NC(=O)[C@@H]1CCC(=O)N1)C(=O)N[C@@H](CCCN=C(N)N)C(=O)N[C@@H](Cc1ccccc1)C(N)=O | 4% | 4%
C=CCOc1ccc2c(=O)n(C)c3ccccc3c2c1 | 10% | -7%
C[C@@H]1C(=O)N(S(=O)(=O)c2ccc([N+](=O)[O-])cc2)[C@H]1c1ccccc1 | ? | 26%
CCC(C)C(N)C(=O)NC(CC(N)=O)C(=O)NC(CC(C)C)C(=O)NC(CCCCN)C(=O)NC(C)C(=O)NC(CC(C)C)C(=O)NC(C)C(=O)NC(C)C(=O)NC(CC(C)C)C(=O)NC(C)C(=O)NC(CCCCN)C(=O)NC(CCCCN)C(=O)NC(C(=O)NC(CC(C)C)C(N)=O)C(C)CC (stereo unspecified) | 26% | 1%
COC1C(O)C(CO)OC1n1cnc2c(NC3CCCCC3)ncnc21 (stereo unspecified) | 6% | 11%
CCN(CC)c1ccc(C(=C2C=CC(=[N+](CC)CC)C=C2)c2ccccc2)cc1 | -27% | 15%
CC(=O)c1ccc(-c2ccc(C3C4C=CCCC4(C)C(=O)N3Cc3ccccc3)c(F)c2)cc1 (stereo unspecified) | 3% | 8%
CCCCNC(=O)NS(=O)(=O)c1ccc(C(=O)O)cc1 | 8% | -12%
CC(=O)Nc1ccn(C2OC(C(COC(C)=O)NC(=O)C(C)NC(=O)OC(C)(C)C)C(OC(C)=O)C2OC(C)=O)c(=O)n1 (stereo unspecified) | 19% | 8%
CCCCCCCCCCCCCCOS(=O)(=O)O | 11% | -28%
CSCC[C@H](NC(=O)[C@H](Cc1c[nH]c2ccccc12)NC(=O)CCNC(=O)OC(C)(C)C)C(=O)N[C@@H](CC(=O)O)C(=O)N[C@@H](Cc1ccccc1)C(N)=O | 4% | -3%
CC(=O)OCC(NC(=O)C(CCCCNC(=O)OCc1ccccc1)NC(=O)OC(C)(C)C)C1OC(n2cc(F)c(=O)[nH]c2=O)C(OC(C)=O)C1OC(C)=O (stereo unspecified) | 4% | -3%
COc1ccc(C2/C=C\CN(C(=O)C3CCCCC3)C(Cc3ccccc3)C(=O)N2Cc2ccc(F)cc2)cc1 (stereo unspecified) | 7% | 1%
O=C(NCc1ccccc1)[C@]1(C(F)(F)F)C[C@H](CCc2ccccc2)CCCO1 | ? | -2%
CC1CC=CC2C1C(=O)N(Cc1ccccc1)C2c1ccc(-c2cc3ccccc3s2)cc1F (stereo unspecified) | 12% | 3%
O=C([O-])[C@@H]1[O][Sb+]([O][Sb+]2[O][C@H]([C@H](O)CO)[C@H](O)[C@H](C(=O)[O-])[O]2)[O][C@H]([C@H](O)CO)[C@@H]1O | -4% | 20%
NOCc1ccccc1 | 1% | 4%
COC(=O)C1=C[C@@H](C(=O)OC)[C@H]2C3=C(C(=O)[C@@]2(C)NC(=O)c2ccccc2)[C@H](C)C(C(=O)OC)=C(C(=O)OC)[C@@H]3C1 | -12% | 6%
CC(C)(C)OC(=O)NS(=O)(=O)NCc1ccco1 | 8% | -3%
NCCCC[C@H](NC(=O)[C@@H]1CCCN1C(=O)[C@@H](N)CCCN=C(N)N)C(=O)N1CCC[C@H]1C(=O)N[C@@H](CCC(N)=O)C(=O)N[C@@H](CCC(N)=O)C(=O)N[C@@H](Cc1ccccc1)C(=O)O | 8% | -6%
O=S(=O)(Nc1cccc2cccnc12)c1ccccc1O | -7% | 4%
COCCOC(=O)C1=C(C)NC(C)=C(C(=O)OC/C=C/c2ccccc2)C1c1cccc([N+](=O)[O-])c1 (stereo unspecified) | -20% | 2%
O=C(NCc1ccccn1)C1(C(F)(F)F)C/C(=C\CCO)CCCO1 (stereo unspecified) | -3% | 2%
COc1ccccc1C1=Nn2c(nnc2-c2ccccc2OC)SC1 | 2% | -1%
C[C@@]12C=Cc3occc3[C@H]1CC[C@@]13C[C@@H](CC[C@H]12)[C@@](O)(CO)C3 | 3% | -9%
CC(C)C[C@H](NC(=O)[C@@H]1CCCN1C(=O)[C@H](Cc1ccccc1)NC(=O)[C@H](C)NC(=O)[C@H](CCC(=O)O)NC(=O)[C@H](C)NC(=O)[C@H](CO)NC(=O)[C@H](CCC(=O)O)NC(=O)[C@H](CC(=O)O)NC(=O)[C@H](CCC(=O)O)NC(=O)[C@H](C)NC(=O)CNC(=O)[C@H](CC(N)=O)NC(=O)[C@@H]1CCCN1C(=O)[C@H](Cc1ccc(O)cc1)NC(=O)[C@@H](NC(=O)[C@H](CCCCN)NC(=O)[C@@H](NC(=O)[C@@H]1CCCN1C(=O)[C@@H](N)CCCNC(=N)N)C(C)C)C(C)C)C(=O)N[C@@H](CCC(=O)O)C(=O)N[C@@H](Cc1ccccc1)C(=O)O | 24% | -5%
CCOc1ccccc1-c1nnc2n1N=C(c1cccc(OC)c1)CS2 | 5% | -5%
CSCC[C@H](NC(=O)[C@H](CCC(N)=O)NC(=O)[C@H](CCCCN)NC(=O)[C@H](CCCNC(=N)N)NC(=O)[C@H](Cc1ccc(O)cc1)NC(=O)[C@H](CCCNC(=N)N)NC(=O)[C@H](CO)NC(=O)[C@H](Cc1ccc(O)cc1)NC(=O)[C@H](CO)NC(=O)[C@H](CC(=O)O)NC(=O)[C@@H](NC(=O)[C@@H](N)Cc1ccccc1)[C@@H](C)O)C(=O)N[C@@H](C)C(=O)N[C@H](C(=O)N[C@@H](CCCCN)C(=O)N[C@@H](CCCCN)C(=O)N[C@@H](Cc1ccc(O)cc1)C(=O)N[C@@H](CC(C)C)C(=O)N[C@@H](C)C(=O)N[C@@H](C)C(=O)N[C@H](C(=O)N[C@@H](CC(C)C)C(=O)NCC(=O)N[C@@H](CCCCN)C(=O)N[C@@H](CCCNC(=N)N)C(=O)N[C@@H](Cc1ccc(O)cc1)C(=O)N[C@@H](CCCCN)C(=O)N[C@@H](CCC(N)=O)C(=O)N[C@@H](CCCNC(=N)N)C(=O)N[C@H](C(=O)N[C@@H](CCCCN)C(=O)N[C@@H](CC(N)=O)C(=O)N[C@@H](CCCCN)C(N)=O)C(C)C)C(C)C)C(C)C | 16% | 7%
COc1ccc(OC)c(-c2nnc3n2N=C(c2ccccc2OC)CS3)c1 | -21% | -14%
O=C1CCN(CCc2ccccc2)CCN1C(CSc1ccc(Br)cc1)Cc1ccccc1 (stereo unspecified) | -3% | -4%
CCC1(CC)C(=O)C2=C3C1[C@H](C(=O)OC)C=C(C(=O)OC)C[C@H]3[C@H]1C(=O)NC(=O)[C@H]1[C@H]2C (stereo partly specified) | -13% | 3%
C=Cc1ccc(S(=O)(=O)O)cc1 | 5% | -1%
O=C(O)c1ccc(OCCCOc2ccc(C(=O)O)cc2)cc1 | 7% | 2%
COC(=O)C1=C[C@@H](C(=O)OC)C2C3=C(C(=O)[C@]2(C)NC(=O)c2ccccc2)[C@H](C)n2c(=O)n(-c4ccccc4)c(=O)n2[C@@H]3C1 (stereo partly specified) | -7% | 4%
C=C[C@@]1(C)CC(=O)[C@]2(O)[C@@]3(C)[C@H](O)CCC(C)(C)[C@@H]3[C@H](O)[C@H](OC(C)=O)[C@@]2(C)O1 | 7% | 5%
